# Bioassay records from PubChem.
# KAT2A inh: qHTS Assay for Inhibitors of GCN5L2. GCN5L2 HAT assay, ThioGlo1 CoA-SH fluorescence. Potency, µM (series often up to 58.9 µM), without a hit: at the top dose activity change, negative = inhibition, actives largely listed as inhibitors. Histone acetyltransferase KAT2A (Homo sapiens), Q92830. 390,000 tested, 0.21% active
# Target sequence (Q92830 whole entry, looked up): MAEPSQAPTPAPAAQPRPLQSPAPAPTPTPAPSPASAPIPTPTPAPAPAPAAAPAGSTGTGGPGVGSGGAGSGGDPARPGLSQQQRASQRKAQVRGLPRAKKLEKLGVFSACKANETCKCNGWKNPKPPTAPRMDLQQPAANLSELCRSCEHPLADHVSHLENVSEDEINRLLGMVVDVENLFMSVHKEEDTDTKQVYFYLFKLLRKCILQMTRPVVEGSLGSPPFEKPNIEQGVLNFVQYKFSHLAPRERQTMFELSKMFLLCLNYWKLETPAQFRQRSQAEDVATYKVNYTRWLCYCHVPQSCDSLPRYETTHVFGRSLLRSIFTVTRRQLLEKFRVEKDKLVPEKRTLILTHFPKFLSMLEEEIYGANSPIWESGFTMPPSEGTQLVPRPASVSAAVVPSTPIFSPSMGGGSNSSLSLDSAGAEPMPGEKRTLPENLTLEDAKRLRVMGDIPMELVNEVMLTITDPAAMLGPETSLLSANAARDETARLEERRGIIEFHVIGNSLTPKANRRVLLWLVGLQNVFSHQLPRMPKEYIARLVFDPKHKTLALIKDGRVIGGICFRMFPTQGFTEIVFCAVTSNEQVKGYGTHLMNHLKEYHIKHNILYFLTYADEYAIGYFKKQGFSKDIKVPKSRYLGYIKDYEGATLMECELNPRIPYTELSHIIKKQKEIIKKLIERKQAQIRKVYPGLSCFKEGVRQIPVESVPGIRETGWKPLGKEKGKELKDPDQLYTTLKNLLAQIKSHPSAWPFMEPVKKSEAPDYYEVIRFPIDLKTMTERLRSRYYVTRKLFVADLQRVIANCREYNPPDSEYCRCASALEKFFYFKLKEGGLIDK
#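 ThioGlo1-coupled HAT assay: 20nM GCN5L2, 70uM acetyl-CoA, 75uM H3(1-25) peptide, pH 7.5. Fluorescence read at 340/540nm at start and after 20 min at room temperature.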
# TDP1 cell noCPT: qHTS for Inhibitors of human tyrosyl-DNA phosphodiesterase 1 (TDP1): qHTS in cells in absence of CPT. DT40 Tdp1-/- hTDP1 cells, no CPT, ATP luminescence, 48 h. Potency, µM (highest dose often 46.2 µM), for the others: top-dose activity change, negative = growth inhibition, hits mostly inhibitors. 420,000 tested, 15% active; note: nearly all actives have a fitted effect of over 55% in size
#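 Cells were dispensed at 400 per well, compounds added by pin tool, plates incubated ≥48 hr at 37 °C, then CellTiter-Glo added for 30 min at room temperature before luminescence reading. Line: DT40 Tdp1-/- complemented with hTDP1; camptothecin omitted.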
# DT40 TDP1 CPT: qHTS for Inhibitors of human tyrosyl-DNA phosphodiesterase 1 (TDP1): qHTS in cells in presence of CPT. chicken DT40 Tdp1-/-;hTDP1 cells + 20 nM CPT, ATP luminescence, 48 h. Potency, µM (doses to about 46.2 µM), for inactives: at the top dose activity change, negative = growth inhibition, usual class: inhibitors. 420,000 tested, 12% active. AID 686979, 2013; note: nearly all actives have a fitted effect of over 55% in size
#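 Chicken DT40 Tdp1-/- cells complemented with human TDP1, 400 cells/well, exposed to compounds plus 20 nM camptothecin for at least 48 h at 37 C; viability read as ATP content by CellTiter-Glo luminescence.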
# The depositor's hits bear a star; ? = inconclusive; . = not tested or not shown; & = joins results of further samples. Calls come from the whole dose curve; as a rule, active = well fitted curve in the direction sought with a large enough effect; inconclusive = small, poorly fitted or top-dose-only effect, or another doubt; inactive = no such curve, though single readings can be large; an effect the other way counts as inactive or inconclusive. % is set by controls: 0 for no effect and ±100 for the full control effect; potency is the fitted concentration of half-maximal effect. Only part of the results is shown (hit frequency here may not be typical).
SMILES,KAT2A inh,TDP1 cell noCPT,DT40 TDP1 CPT
Cn1c(=O)c2c(nc(Br)n2Cc2nnc(N)s2)n(C)c1=O,-7%,11%,14%
C/C(=N\NC(=O)c1c(C)nc2ccccn12)c1cccc([N+](=O)[O-])c1,-3%,?,-24%
O=C(CSc1ccc2ccccc2n1)N1CCC(c2noc3ccc(F)cc23)CC1,-3%,12µM*,16µM*
O=C(Nc1ccc2nsnc2c1)N1CCCCCC1,-16%,-2%,-22%
COc1ccccc1/C=C/C(=O)OCC(=O)NC1CCCCCC1,-4%,2%,-23%
COc1cc2c(C(=O)NCc3ccc(C)o3)cn(CC(C)C)c(=O)c2cc1OC,-8%,?,-23%
CCCCC(Sc1nc(C)c(Cc2ccccc2)c(=O)[nH]1)C(=O)O (centres undefined),-27%,-12%,-4%
N#Cc1ccc(-c2ccc(OCC(=O)NCCCN3CCCC3=O)cc2)cc1,?,-8%,-2%
C[C@@H]1CN([C@H](C)CO)S(=O)(=O)c2ccc(Br)cc2O[C@H]1CN(C)C(=O)C1CC1,.,-9%,-19%
COc1ccc(C(=O)N2CCCCCC2)cc1OC1CCN(C(C)=O)CC1,-24%,-6%,6%
Cc1cc2c(Nc3ccc(C(=O)O)cc3)ncnc2s1,4%,17%,18%
Nc1nc(Cl)cc(-c2ccccc2)n1,-11%,-15%,3%
Cc1cc(C)n(-c2ccc(C(=O)Nc3cccnc3Cl)cc2)n1,-1%,?,?
COc1ccc(C(=O)N2CCC3(CC2)CCN(c2ccccn2)CC3)cc1,7%,?,?
Cc1cccc(-c2nc(N3CCN(c4ccc(F)cc4)CC3)c3ccccc3n2)c1,-1%,?,?
O=C(O)c1ccccc1/C=N/n1c(C2CCCCC2)n[nH]c1=S,-6%,-2%,-8%
CCCc1cc(=O)[nH]c(SCC(=O)NC(=O)OCC)n1,-3%,0%,-2%
CC1(c2ccccc2)NC(=O)N(CC(=O)N2CCN(S(=O)(=O)c3cccs3)CC2)C1=O (centres undefined),-7%,-9%,-1%
S=C(NCc1ccco1)Nc1ccc(Oc2ccccc2)cc1,-8%,?,?
O=C1N/C(=N\N=C\c2cccs2)SC1Cc1ccc(Cl)c(Cl)c1 (centres undefined),0%,?,-22%

# Next part; it opens with the 2 that closed the last part.
SMILES,KAT2A inh,TDP1 cell noCPT,DT40 TDP1 CPT
S=C(NCc1ccco1)Nc1ccc(Oc2ccccc2)cc1,-8%,?,?
O=C1N/C(=N\N=C\c2cccs2)SC1Cc1ccc(Cl)c(Cl)c1 (centres undefined),0%,?,-22%
C/C(=C\C(=O)c1ccc(Br)cc1)NNC(=O)c1ccccc1,.,18µM*,?
Cc1ccccc1N(C(=O)CNC(=O)c1ccco1)C(C(=O)NC1CCCCC1)c1cccnc1 (centres undefined),-12%,2%,1%
Cc1cc(Br)ccc1NC(=O)CSc1nnc(CN2CCOCC2)n1C,2%,-4%,1%
CCc1nnc(NC(=O)CSc2nc(-c3ccccc3)nc3ccccc23)s1,-2%,-30%,-25%
Nc1c([N+](=O)[O-])c(=O)oc2ccccc12,-1%,-10%,-21%
COc1cccc(NC(=O)N2CCCC2C(=O)Nc2ccc3c(c2)OCO3)c1 (centres undefined),-3%,?,?
Cc1cccc(NC(=S)NC(C)(C)CC(C)(C)C)c1,-3%,18µM*,-1%
Cc1cccc(N2CCN(C(=O)Cn3ccc4ccccc4c3=O)CC2)c1C,-1%,?,13µM*
NC(=O)NC(=O)CSc1nc(C2CCCCC2)n(-c2ccccc2)n1,1%,?,-8%
CC1(C)C(C=C(Cl)Cl)C1C(=O)N(Cc1cccc(Cl)c1)C1CCS(=O)(=O)C1 (centres undefined),-4%,-27%,-26%
CCCCC(CCC(=O)O)(C(=O)OCC)c1csc(Nc2ccc(OCC)cc2)n1 (centres undefined),-7%,-20%,-10%
CC(C)(C)n1ncc2c(=O)n(Cc3ccc(Cl)c(Cl)c3)cnc21,-5%,10%,6%
CN(C)c1ccc(-c2ccc3ncnc(N4CCNCC4)c3c2)cc1,-12%,?,-6%
COc1cc(/C=C2\SC(=O)N(c3ccc(Cl)cc3)C2=O)cc([N+](=O)[O-])c1O,3%,?,-19%
CCCCc1ccc(NC(=O)CC(C)(C)C)cc1,-3%,?,-2%
NC(=O)c1cc(S(=O)(=O)N2CCN(c3cccc(C(F)(F)F)c3)CC2)cs1,-9%,-16%,-14%
O=C(Nc1ccccc1C(=O)Nc1ccccc1C(=O)NCc1ccco1)c1ccco1,-16%,?,16µM*
Cc1cc(NC(=O)c2cc(-c3cccnc3)nc3c(C)c(C)ccc23)no1,-1%,16µM*,?
CN(C)c1c(Br)cc(C=O)cc1Br,.,-19%,6%
COc1ccccc1OCCn1c(SCC(=O)O)nc2ccccc21,-7%,5%,-24%
CC(=O)c1ccc(NC(=O)C(C)Sc2n[nH]c(-c3cccnc3)n2)cc1 (centres undefined),-5%,-4%,0%
Cc1ccc(C2C(C(=O)c3ccco3)=C(O)C(=O)N2c2nnc(C)s2)cc1 (centres undefined),-18%,-10%,2%
O=c1[nH]c2ccccc2nc1/C=C(\O)c1cccs1,-3%,?,-18%
C/C(CC(=O)Nc1cccc(F)c1)=N\NC(=O)c1ccncc1,-9%,-6%,22%
CC(C)(C)C(=O)COc1ccccc1[N+](=O)[O-],-10%,?,15µM*
Cc1csc(NC(=O)CSc2nsc(SCC(=O)Nc3nc(C)cs3)c2C#N)n1,-10%,13µM*,16µM*
Cc1ccc(C(=O)OCC(=O)Nc2c(C)nn(-c3ccccc3)c2C)c(O)c1,.,-10%,-8%
COC(=O)[C@@]1(C(C)C)N=C(c2cc(OC)c(OC)c(OC)c2)[C@]2(O1)C(=O)Nc1ccccc12,.,?,-5%
Cc1ccc(SCC(=O)Nc2ccc(-c3nnc(-c4ccco4)o3)cc2)cc1,-11%,?,?
COc1cc(NC(=O)CCCOc2ccc(Cl)cc2Cl)c(C(=O)O)cc1OC,3%,-1%,-3%
CN(C)c1ccc(Cl)c(NC(N)=S)c1,.,-27%,-28%
COc1cccc(-c2nc(CS(=O)(=O)CC(=O)NC3CCCc4ccccc43)c(C)o2)c1 (centres undefined),-6%,18µM*,23µM*
C=CCOC(=O)N1CCC2CC1c1cc(-c3cccc(C)c3)ccc12 (centres undefined),.,?,?
COc1ccc(C(=O)Nc2ccc(OCC(=O)N3CCOCC3)cc2)c(OC)c1OC,-5%,-8%,7%
CCN(CC)c1cccc(OCC(=O)N2c3ccccc3CC2C)c1 (centres undefined),-5%,18µM*,?
COc1cccc(C(=O)NCC(=O)OCC(=O)c2ccccc2)c1,-7%,1%,-12%
CC1CN(C2CC(C)(C)NC(C)(C)C2)CCC1=O (centres undefined),-1%,-5%,-2%
CCOc1ccc(C(=O)Nc2ccc3oc(-c4ccc5ccccc5c4)nc3c2)cc1,0%,?,3.7µM*
Cc1ccccc1NC(=O)Nc1nc(C(N)Cc2ccccc2)cs1 (centres undefined),.,23µM*,23µM*
CC1(C)C(Cl)C(=O)C(C(=O)c2ccccc2)C(=O)C1Cl (centres undefined),-7%,1%,30%
Cc1cccc([N+](=O)[O-])c1NC(=O)COC(=O)C1CC2CCCC(C1)C2=O (centres undefined),3%,-10%,-4%
CCOc1cc(-c2nc(-c3ccc(OC)cc3)no2)cc(OCC)c1OCC,-4%,-18%,-16%
Cc1ccccc1N=C1NC(=O)C(CO)(CO)S1,-18%,0%,9%
CCOc1ccc(Nc2c(S(=O)(=O)c3ccccc3)cnc3ccc(F)cc23)cc1,-16%,?,?
Cc1ccc(OCCNC(=O)/C=C/c2ccccc2)cc1,-5%,?,0%
O=C(O)c1sccc1Oc1ccc(NS(=O)(=O)c2ccc(Cl)cc2)cc1,-6%,-6%,0%
COc1ccccc1-c1cn(CC[C@H]2CC[C@@H](NS(=O)(=O)c3ccccc3C)[C@@H](CO)O2)nn1,.,?,?
CN1CCN(C(=S)NC(CC(=O)c2ccccc2)c2ccccc2)CC1 (centres undefined),1%,-30%,-7%
CCc1ccc([C@@H]2CC=C(C(=O)O)[C@H](c3ccc(Br)cc3)N2S(=O)(=O)c2ccc(C)cc2)cc1,?,-23%,3%
CCOC(=O)Cc1csc(SCn2nnc3ccccc3c2=O)n1,-24%,?,-22%
Cc1cc(C)n(C(=O)c2cc([N+](=O)[O-])cc([N+](=O)[O-])c2)n1,4%,?,-4%
COc1ccccc1OCCn1c(=O)sc2ccccc21,-1%,-9%,-27%
C=CCN(c1ccc(Cl)cc1)S(=O)(=O)c1cccc(C(=O)O)c1,0%,8%,10%
O=C(CNC(=O)c1ccc(Br)o1)OCc1ccc(Br)cc1,-11%,-1%,-6%
Cc1[nH]c(C)c(S(=O)(=O)NCCc2ccccc2)c1C(=O)N1CCCC1,1%,-5%,-7%
CCN(C(=O)CN1CCN(c2cccc(Cl)c2)CC1)c1c(N)n(Cc2ccccc2)c(=O)[nH]c1=O,-1%,-3%,4%
O=C(c1cccnc1)N1CCN(C(=O)c2ccco2)CC1,-5%,2%,-32%
COc1ccc(Nc2nc(-c3ccccc3)nc3ccccc23)cc1S(=O)(=O)N1CCOCC1,-5%,8.2µM*,15µM*
COc1ccc(N2C(=O)CCC(C(=O)O)C2c2ccc(F)cc2)cc1 (centres undefined),19%,6%,-1%
COc1cc(N=Nc2ccc(Br)cc2)cc(C=O)c1O,.,4.6µM*,5.2µM*

# Whole records from above:
# Cn1c(=O)c2c(nc(Br)n2Cc2nnc(N)s2)n(C)c1=O is entered as KAT2A inh: -7%; TDP1 cell noCPT: 11%; DT40 TDP1 CPT: 14%
# CCc1nnc(NC(=O)CSc2nc(-c3ccccc3)nc3ccccc23)s1 is entered as KAT2A inh: -2%; TDP1 cell noCPT: -30%; DT40 TDP1 CPT: -25%

# Some of the entries so far, as tab-separated lines.
Compound	KAT2A inh	TDP1 cell noCPT	DT40 TDP1 CPT
COc1cc(N=Nc2ccc(Br)cc2)cc(C=O)c1O	.	4.6µM*	5.2µM*
COc1ccccc1-c1cn(CC[C@H]2CC[C@@H](NS(=O)(=O)c3ccccc3C)[C@@H](CO)O2)nn1	.	?	?
Cc1cccc([N+](=O)[O-])c1NC(=O)COC(=O)C1CC2CCCC(C1)C2=O (centres undefined)	3%	-10%	-4%

# The listing picks up, repeating the 3 entries before the break.
SMILES,KAT2A inh,TDP1 cell noCPT,DT40 TDP1 CPT
COc1ccc(Nc2nc(-c3ccccc3)nc3ccccc23)cc1S(=O)(=O)N1CCOCC1,-5%,8.2µM*,15µM*
COc1ccc(N2C(=O)CCC(C(=O)O)C2c2ccc(F)cc2)cc1 (centres undefined),19%,6%,-1%
COc1cc(N=Nc2ccc(Br)cc2)cc(C=O)c1O,.,4.6µM*,5.2µM*
CN(C)/N=C/c1c(O)ccc2ccccc12,-10%,-28%,-8%
OC[C@@H]1CN(Cc2ccc(-c3ccccc3)cc2)C[C@H](n2cnc3c(NC4CC4)ncnc32)O1,.,?,?
O=C(COc1ccc(Cl)cc1Cl)Nc1ccccc1F,.,-26%,?
CC(=O)N1CCc2cc(S(=O)(=O)NC(CC(C)C)C(=O)N3CCc4ccccc4C3)ccc21 (centres undefined),-10%,?,?
O=C(Cn1cnc2c(oc3ccccc32)c1=O)Nc1ccccc1C(F)(F)F,-7%,-4%,0%
Cc1n[nH]c(C)c1S(=O)(=O)N1CCC(C(=O)Nc2cccc(F)c2)CC1,0%,-1%,?
Nc1ccn(Cc2cccc(F)c2)n1,29%,-2%,-1%
Cc1ccc(S(=O)(=O)N2[C@H](CC(=O)c3ccc(Cl)c(Cl)c3)OC[C@@H]2C(C)C)cc1,.,-12%,-8%
Cc1cc(Cl)ccc1C1=CC(=O)C[C@H](c2ccc(F)cc2)C1,1%,-27%,?
CCSc1nc2ccccc2[nH]1,0%&-11%,-1%&-8%,4%&-17%
CSC1=N/C(=C/c2cccnc2)C(=O)N1Cc1ccc(Cl)cc1,-6%,?,?
NS(=O)(=O)c1ccc(NC(=O)COC(=O)C2CC2)cc1,3%,-24%,5%
CCCCNC(=O)C(=O)NCCCn1ccnc1,7%,1%,0%
C=CCn1c(SCC(=O)Nc2ncc(Cc3ccc(Br)cc3)s2)nnc1-c1ccncc1,-6%,-17%,-7%
c1ccc(-c2csc(Nc3nc(N4CCOCC4)nc(N4CCOCC4)n3)n2)cc1,-9%,10µM*,?
CCOC(=O)C1(Cc2cccc(OC)c2)CCCN(C(=O)CSC)C1 (centres undefined),.,?,?
O=C(NCc1ccc2c(c1)OCO2)C(=O)Nc1ccccc1,-4%,8%,2%
CCCN(C)C1CN(Cc2cn(Cc3cc(C)cc(C)c3)nn2)S(=O)(=O)C1 (centres undefined),.,-6%,1%
